KB-3-1 tox: kills parental KB-3-1 adenocarcinoma cells. KB-3-1 viability, CellTiter-Glo ATP luminescence, 72 h. Potency, µM (series often up to 46.1 µM), for the others: at the highest dose activity change, negative = cytotoxic, usual class: cytotoxic. 400,000 tested, 1.4% active. AID 1347075; also: % is scaled to controls: 0 for no effect and ±100 for the full control effect; nearly all actives have a fitted effect of over 60% in size
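Multi-concentration cytotoxicity screen in KB-3-1 cells grown in DMEM lacking phenol red with 10% FBS. After 72 h at 37 °C with compound, ATP-dependent luminescence was recorded.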
HT1080 IDH1KD tx: kills HT-1080 cells with IDH1 knockdown; HT-1080 IDH1 knockdown viability, ATP luminescence, 48 h; Potency, µM (series often up to 46.1 µM), for inactives: at the top dose activity, negative = toxicity, usual class: cytotoxic; 360,000 tested, 2% active;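 also: 0% = DMSO wells and -100% = cell-free medium wells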
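Knockdown cells (IDH1KD HT-1080) received compounds 2 h after plating at 750 cells/well and were kept 48 h at 37 °C in 5% FBS RPMI. A CellTiter-Glo luminescence read gave % activity for curve fitting.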
HT1080-NT tox: kills 2HG-producing HT-1080-NT fibrosarcoma cells; 360,000 tested, 1.6% active; AID 686970; HT-1080-NT fibrosarcoma viability, CellTiter-Glo ATP luminescence, 48 h; Potency, µM (top dose mostly 46.1 µM), without a hit: at the highest dose activity, negative = less viability, most hits filed as cytotoxic;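 also: NT is the 2HG producing partner of a matched IDH1 knockdown line; 0% = DMSO-treated cells and -100% = media-only wells without cells; nearly all actives have a fitted effect of over 55% in size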
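HT-1080-NT; 750 cells/well; 5% FBS RPMI; 48 h compound, 37 degrees C; CellTiter-Glo luminescence; curve fitting and curve-class assignment.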
GLP1R inv ag: GLP-1 receptor (human) inverse agonism. P43220. HEK293 GLP-1R CRE-luciferase, luminescence, 24 h; GLP-1R form is constitutively active. Potency, µM (series often up to 38.3 µM), without a hit: top-dose activity change, negative = inhibition, usual class: inhibitors. 410,000 tested, 1.6% active. AID 624417; also: % is scaled to controls: 0 for no effect and ±100 for the full control effect; nearly all actives have a fitted effect of over 55% in size
Target sequence (P43220 whole entry, looked up): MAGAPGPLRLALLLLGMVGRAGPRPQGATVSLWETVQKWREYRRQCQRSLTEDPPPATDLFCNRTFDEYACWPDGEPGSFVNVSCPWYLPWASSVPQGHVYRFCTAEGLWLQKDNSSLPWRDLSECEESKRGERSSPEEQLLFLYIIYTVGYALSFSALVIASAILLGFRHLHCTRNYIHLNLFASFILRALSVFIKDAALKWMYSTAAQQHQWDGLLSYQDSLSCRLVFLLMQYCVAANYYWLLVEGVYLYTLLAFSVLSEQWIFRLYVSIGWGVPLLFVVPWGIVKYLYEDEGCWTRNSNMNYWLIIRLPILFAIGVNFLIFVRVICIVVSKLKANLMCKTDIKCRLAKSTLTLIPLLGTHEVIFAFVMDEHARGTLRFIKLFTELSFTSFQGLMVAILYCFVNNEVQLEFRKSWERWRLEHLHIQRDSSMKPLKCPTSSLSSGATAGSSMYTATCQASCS
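Readout was luciferase luminescence, measured 12 min after detection reagent at room temperature. Beforehand, GLP-1R reporter HEK293 cells had sat 12 h, then received compounds for 24 hr at 37 deg C.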
TDP43 rescue: rescues yeast growth from TDP-43 toxicity; TDP-43 expressing yeast growth rescue, BacTiter-Glo, 24 h; Potency, µM (highest dose often 46.1 µM), for inactives: top-dose growth rescue (activation), actives largely listed as activators; 410,000 tested, 1.8% active; AID 652104; also: % of control where 0% means no effect; nearly all actives have a fitted effect of over 50% in size
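Readout is BacTiter-Glo luminescence of cell growth, so inhibitors register as activators. TDP-43-expressing yeast at OD600=0.02 in galactose medium, after raffinose pregrowth to mid-log, were incubated with compound for 24 hr at 30 deg C.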
HEK293 tox: cytotoxicity in counter-screen for GLP-1R inverse agonists | HEK293 cAMP-luciferase reporter cells, luminescence, 24 h | Potency, µM (series often up to 38.3 µM), inactives show at the highest dose activity change, negative = inhibition, hits mostly inhibitors | 410,000 tested, 0.13% active;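 also: loss of luciferase light is scored as toxicity; % is scaled to controls: 0 for no effect and ±100 for the full control effect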
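A 23 nL compound transfer followed 12 hours of cell culture at 37 deg C; exposure then lasted 24 hr. Luciferase assay detection reagent was dispensed and plates read for luminescence after a 12 min room-temperature wait.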
GLP1R ag: agonists of human GLP-1 receptor | HEK293 GLP-1R CRE-luciferase, luminescence, 4-6 h; cells express a hypersensitive GLP-1R form | Potency, µM (top dose mostly 45.6 µM), for the others: top-dose activation, actives largely listed as activators | 380,000 tested, 0.007% active | AID 624172; also: % of control where 0% means no effect
KB-V1 cytotox: KB-V1 MDR subline cytotoxicity; KB-V1 MDR cells viability, CellTiter-Glo, 72 h; Potency, µM (series often up to 46.1 µM), inactives show at the top dose activity change, negative = cytotoxicity, usual class: cytotoxic; 400,000 tested, 3.4% active; AID 1347076; also: % is scaled to controls: 0 for no effect and ±100 for the full control effect; nearly all actives have a fitted effect of over 60% in size
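Potencies derive from concentration-effect curves fitted to normalized luminescence (CellTiter-Glo) of KB-V1 cells treated for 72 h at 37 degrees C in phenol-red-free DMEM containing 10% FBS.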
SW480 rereplic: induces DNA re-replication in SW480 colon adenocarcinoma cells; 340,000 tested, 1.8% active; SW480 DNA re-replication, Hoechst DNA content imaging, 48 h; Potency, µM (series often up to 46.1 µM), for inactives: at the highest dose re-replication activation, usual class: activators; also: % of control where 0% means no effect; nearly all actives have a fitted effect of over 55% in size
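Image-based read-out: total Hoechst fluorescence of nuclei (405 nm excitation, 500-530 nm emission), with hits raising the fraction of high-intensity nuclei. SW480 colon cells incubated 48 hr with compounds at 37 C.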
An asterisk follows results filed as active; ? = inconclusive; . = not tested or not shown; & = joins results of further samples; [ ] = dose if it differs, or a comment. Calls follow the shape of the dose curve; as a rule, active = well fitted curve in the direction sought with a large enough effect; inconclusive = small, poorly fitted or top-dose-only effect, or another doubt; inactive = no such curve, though single readings can be large; an effect the other way counts as inactive or inconclusive. Potency is read from the fitted curve at half-maximal effect.

SMILES	KB-3-1 tox	HT1080 IDH1KD tx	HT1080-NT tox	GLP1R inv ag	TDP43 rescue	HEK293 tox	GLP1R ag	KB-V1 cytotox	SW480 rereplic
CN(C)c1ccc(C=c2c3ccccc3n3c2cc(-c2ccccc2)[n+]3C)cc1	?	21µM*	?	?	-90%[inhibitor]	?	-28%	16µM*	?
CC1(c2ccccc2)NC(=O)N(CC(=O)NC(=O)NC2CCCC2)C1=O (stereo not drawn)	-20%	-13%	-7%	-5%	1%	-16%	0%	12%	-1%
COc1cc(C)nc(NC(=S)N(C)C(=O)c2ccccc2)n1	16%	5%	4%	21%	-11%	1%	7%	-2%	3%
O=C(Cn1[nH]c(=O)c2ccccc2c1=O)N1CC=C(c2ccccc2)CC1	7%	-18%	-20%	11%	1%	-8%	9%	-12%	-1%[9.22 µM]
COc1ccc(NC(=O)c2cc(-c3ccccc3OC)on2)cc1	4µM*	6.3µM*	4.5µM*	0%	-6%	?	5%	1µM*	3.5µM*
CCC(c1nc2ccccc2[nH]1)n1c(=O)c(-c2ccco2)nc2ccccc21 (stereo not drawn)	3%	-1%	6%	-34%	1%	-8%	.	?	.
Cc1ccc(C)c(N2CCN(CCCNC(=O)c3cnn(-c4ccc(F)cc4)c3C3CCN(C(=O)OC(C)(C)C)CC3)CC2)c1	0%	.	.	10%	25%	-4%	.	0%	.
Cc1c(NC(=O)c2cc(=O)[nH]c(=O)[nH]2)c(=O)n(-c2ccccc2)n1C	10%	11%	10%	2%	6%	-8%	-17%	0%	2%
CN(C)c1cc(O)c(C(=S)Nc2ccccc2)c(N(C)C)c1	?	-16%	-16%	?	0%	-4%	3%	16µM*	16%
Cc1ccc(NS(C)(=O)=O)c(C(=O)c2ccccc2)c1	14%	-2%	3%	0%	0%	7%	0%	-1%	0%
CCCCN(C(=O)NC(=O)Nc1cc(C)ccc1C)S(C)(=O)=O	14%	?	3%	-4%	7%	-14%	-5%	-1%	-4%
COc1ccc(-n2cc(CNCc3cccnc3)c(-c3cccc(F)c3)n2)cc1	1%	?	-15%	?	5%	-9%	17%	?	0%
CCOC(=O)c1ccc(NC(=O)c2cnn(-c3ccc(C)cc3C)c2C2CCN(C(=O)OC(C)(C)C)CC2)cc1	8%	.	.	?	-16%	0%	.	7%	.
CCC(C)(C)NC(=O)CN(Cc1cccs1)C(=O)CNS(=O)(=O)c1ccc(F)cc1	-8%	6%	-19%	-11%	17%	-20%	7%	-13%	-40%
COc1ccc(NC(=O)c2ccccc2-c2ccccc2C(=O)O)cc1	8%	18%	19%	38%[activator]	2%	3%	1%	23%	-11%
CCCCn1c(N)c(N(CCOC)C(=O)COC(=O)COc2cc(C)ccc2Cl)c(=O)[nH]c1=O	10%	3%	6%	11%	9%	12%	-2%	0%	-1%
COc1ccc(CCNC(=O)CS(=O)Cc2nc(-c3cccs3)oc2C)cc1OC (stereo not drawn)	4%	9%	4%	9%	?	-15%	2%	?	-11%
O=S(=O)(NCc1cccnc1)c1ccc(Cl)c2ccccc12	15%	-1%	-19%	?	-4%	2%	3%	0%	-22%
CC(C)CC(NC(=O)c1ccc(Cl)cc1)C(=O)OCc1cc([N+](=O)[O-])cc2c1OCOC2 (stereo not drawn)	3%	-9%	-1%	?	-4%	-2%	-1%	?	-10%
CC(=O)N(C)c1ccc(OCC(O)COc2ccc(N(C)C(C)=O)cc2)cc1	7%	11%	14%	16%	6%	-4%	-5%	25%	-11%
COc1ccc(-c2coc3c(C(=O)NCc4cccs4)cccc23)c(C)c1	?	?	?	?	2%	-2%	-2%	-28%	.
COCCN(C(=O)CCC(=O)Nc1ccccn1)C(C(=O)NCCC(C)C)c1ccc(C)cc1 (stereo not drawn)	0%	-11%	-1%	-17%	11%	-3%	11%	?	-3%
C#CCNC(=O)C1=C[C@@H](c2ccc(C(F)(F)F)cc2)[C@H](CCCO)[C@@H](OCC)O1	-4%	2%	2%	-11%	19%	-60%	7%	-5%	-24%
COc1cc([C@H](Cc2ccccc2)NC(C)=O)oc(=O)c1	-5%	-10%	0%	-22%	23%	-11%	-1%	17%	2%
O=c1oc2ccccc2c(O)c1/C=N/c1ncccn1	-1%	-25%	0%	-21%	-5%	-9%	1%	25%	-10%
Cc1noc(NS(=O)(=O)c2ccc(NC(=O)CSc3nc4ccccc4[nH]3)cc2)c1C	9%	0%	15%	8%	11%	10%	0%	4%	-6%
COc1cc(C(=O)NC2CCN(CC(=O)NC3CCCCC3)CC2)cc(OC)c1OC	-4%	-11%	-13%	6%	-5%	-15%	9%	-8%	-1%
CC(=O)c1ccc(S(=O)(=O)NC2CCCCCCC2)cc1	-19%	-2%	1%	13%	-7%	-3%	20%	-13%	-7%
CC(CO)Nc1nc(SCc2ccccc2)nc2sc3c(c12)CCC3 (stereo not drawn)	-14%	?	-21%	?	?	-29%	16%	?	-5%
CCc1nnc(SCC(=O)Nc2ccc(Cl)cc2F)c2cc3occc3n12	?	.	.	23%	-4%	-3%	.	2%	.
COc1ccccc1NC(=S)NCc1cccs1	-8%	-5%	6%	0%	3%	2%	2%	-27%	-8%
O=C(Cc1ccccc1)Nc1sc2c(c1C(=O)Nc1cccc(Cl)c1)CCCCC2	-2%	.	.	9%	28%	2%	.	11%	.
CCc1cccc(NC(=O)CC2SC(N3CCCC3)=NC2=O)c1 (stereo not drawn)	0%	15%	-1%	21%	8%	3%	11%	-15%	-5%
CC1CCC(NC(=O)CCS(=O)(=O)c2ccc3c(c2)oc(=O)n3C)CC1 (stereo not drawn)	3%	2%	7%	5%	0%	1%	-4%	-9%	-2%
CCOC(=O)c1cnc2c(OC)cccc2c1Nc1ccc2c(c1)OCCO2	?	12%	1%	-14%	10%	0%	10%	13µM*	?
O=C(Nc1cccnc1)c1cc([N+](=O)[O-])ccc1Cl	-1%	-7%	?	-13%	3%	-15%	-1%	20%	90%

Entries of single compounds, quoted from the list. Order of screens: KB-3-1 tox	HT1080 IDH1KD tx	HT1080-NT tox	GLP1R inv ag	TDP43 rescue	HEK293 tox	GLP1R ag	KB-V1 cytotox	SW480 rereplic
O=c1oc2ccccc2c(O)c1/C=N/c1ncccn1 is entered as -1%	-25%	0%	-21%	-5%	-9%	1%	25%	-10%
CCc1nnc(SCC(=O)Nc2ccc(Cl)cc2F)c2cc3occc3n12 is entered as ?	.	.	23%	-4%	-3%	.	2%	.
COc1cc(C(=O)NC2CCN(CC(=O)NC3CCCCC3)CC2)cc(OC)c1OC is entered as -4%	-11%	-13%	6%	-5%	-15%	9%	-8%	-1%
CCc1cccc(NC(=O)CC2SC(N3CCCC3)=NC2=O)c1 (stereo not drawn) is entered as 0%	15%	-1%	21%	8%	3%	11%	-15%	-5%
COc1ccccc1NC(=S)NCc1cccs1 is entered as -8%	-5%	6%	0%	3%	2%	2%	-27%	-8%

Next part
SMILES	KB-3-1 tox	HT1080 IDH1KD tx	HT1080-NT tox	GLP1R inv ag	TDP43 rescue	HEK293 tox	GLP1R ag	KB-V1 cytotox	SW480 rereplic
Cc1ccc(-c2nc(SCC(=O)c3c(N)n(C)c(=O)n(C)c3=O)n[nH]2)cc1	9%	4%	15%	28%	8%	-13%	-5%	4%	17%
CN(C)CCNC(=O)Cn1ccc2cc(S(=O)(=O)N3CCCCC3)ccc21	0%	-6%	-1%	-23%	6%	-5%	8%	16%	-5%
Cc1cc(C)c2[nH]c(=O)c(CN(CC3CCCO3)S(=O)(=O)c3ccc4c(c3)OCCO4)cc2c1 (stereo not drawn)	0%	5%	20%	-9%	-8%	-11%	-1%	-5%	7%
CN1CCN(Cc2nc3c(c(=O)n(C)c(=O)n3C)n2CCCc2ccccc2)CC1	12%	2%	6%	-15%	-5%	-6%	-2%	-5%	-10%
CCN(C(=O)COc1ncnc2scc(-c3ccc(F)cc3)c12)C1CCS(=O)(=O)C1 (stereo not drawn)	23%	-1%	1%	1%	4%	-5%	0%	12%	-10%
COc1ccc(N2CCN(C(=O)c3oc4ccccc4c3NC(=O)Cc3cccc(OC)c3)CC2)cc1	-5%	-4%	4%	8.9µM*	24%	-13%	3%	?	-25%
CCCCOc1ccc(Cc2cnc(N)nc2N)cc1	3%	-3%	-17%	?	-11%[1.82 µM]	6%	19%	16%	14%
Cc1ccc(OCCn2cc(/C=C/C(=O)O)c3ccccc32)cc1	1%	-26%	-25%	-15%	1%	-9%	-2%	0%	?
CCc1nonc1NC(=O)c1oc2ccc(Br)cc2c1C	22%&-1%	11%	9%	18%&1%	?	-23%&-7%	-4%	?	16%
Cc1ccc2cc(CCNC(=O)C3CCCC3)c(=O)[nH]c2c1	-3%	-1%	0%	2%	11%	-5%	2%	22%	-9%
Cc1cc(=O)[nH]c(SC/C=C/c2ccccc2)n1	3%	7%	-3%	9%	5%	1%	12%	-3%	-3%
Cc1ccc(C(=O)NCC(=O)Nc2ccc(C)c(S(=O)(=O)Nc3ccc(Cl)cc3)c2)s1	-6%	6%	-8%	-30%	-17%	-6%	4%	-11%	9%
COc1ccc(C(=O)Nc2nc(C)cs2)cc1S(=O)(=O)N1CCCC1	?	-3%	9%	16%	10%	-3%	7%	-4%	-9%
CC(C)CN1C(=O)C(=O)N(CC(=O)NCc2ccc3c(c2)OCO3)C1=O	-9%	2%	-1%	-6%	-2%	24%	3%	0%	-8%
COc1ccc(-c2noc(CNS(=O)(=O)c3ccc(NC(C)=O)cc3)n2)cc1OC	-5%	-7%	-2%	0%	-4%	2%	-4%	-13%	-1%
Cc1[nH]c2ccccc2c1C(=O)C(=O)N1CCN(c2ccccc2)CC1	-1%	-17%	-12%	?	-20%	-2%	2%	?	0%
COc1ccc(NC(=O)Cn2c(=O)n(CCC(=O)NCCc3ccc(OC)c(OC)c3)c(=O)c3ccccc32)cc1Cl	17%	.	.	2%	?	3%	0%	?	.
NC(=O)CSc1ccc(S(=O)(=O)N2CCOCC2)cn1	0%	10%	7%	1%	8%	2%	-5%	?	-17%
CCCCCC(=O)Nc1c2c(nc3ccccc13)CCC2	-1%	-8%	0%	-17%	-17%	1%	11%	?	0%

High-throughput results: PubChem BioAssay, National Center for Advancing Translational Sciences (NCATS)
